PGK inhibitor: blocks T. brucei phosphoglycerate kinase | P07378 | PGK/GAPDH coupled, Kinase-Glo luminescence, 60 min | Potency, µM (top dose mostly 57.5 µM), inactives show at the top dose activity change, negative = inhibition, most hits filed as inhibitors | 0.043% of 380,000 active | AID 602233; note: potency is the fitted concentration of half-maximal effect; % is set by controls: 0 for no effect and ±100 for the full control effect; nearly all actives have a fitted effect of over 60% in size
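Recombinant glycosomal PGK reaction used 1,3-bisphosphoglycerate generated in-well by GAPDH (100nM final) in 100mM TEA pH 7.6, 5mM MgCl2, 0.01% Tween-20. After 60 minutes at room temperature, ATP was read by Kinase-Glo Plus luminescence end-point.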
BAZ2B block: blocks human BAZ2B | Q9UIF8 | AlphaScreen BAZ2B-H3K14Ac peptide displacement | Potency, µM (doses to about 114 µM), inactives show at the top dose activity change, negative = inhibition, actives largely listed as inhibitors | 4.4% of 360,000 active; note: potency is the fitted concentration of half-maximal effect; % is set by controls: 0 for no effect and ±100 for the full control effect; nearly all actives have a fitted effect of over 60% in size
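Inhibition is scored as reduced AlphaScreen emission. The BAZ2B/b-H3(5-23)K14Ac complex (50 nM each) in PBS pH 7.4, 0.01% Tween-20 meets compound (up to 110 uM) for 30 min at RT before bead addition.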
G9a block: G9a (human) methyltransferase inhibition; Q96KQ7; G9a H3K9 monomethylation, AlphaScreen, 2 h; Potency, µM (doses to about 102 µM), without a hit: top-dose activity, negative = inhibition, usual class: inhibitors; 8.8% of 350,000 active; note: potency is the fitted concentration of half-maximal effect; % is set by controls: 0 for no effect and ±100 for the full control effect; nearly all actives have a fitted effect of over 75% in size
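G9a (20 nM) was preincubated 15 min with compound, then reacted 2 h at room temperature with 500 nM biotin-H3K9 peptide and 20 µM SAM. Monomethyl-H3K9 detected by AlphaScreen using anti-H3K9me1 antibody.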
HP1b binding inh: HP1-beta chromodomain-methylated histone interaction inhibition. AlphaScreen HP1-beta / biotin-H3K9me3 peptide binding. Potency, µM (series often up to 114 µM), without a hit: at the top dose activity change, negative = inhibition, most hits filed as inhibitors. 0.56% of 390,000 active; note: potency is the fitted concentration of half-maximal effect; nearly all actives have a fitted effect of over 70% in size; inactives centre near 23
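AlphaScreen: HP1-beta (50 nM) preformed 30 min with biotin-H3(1-18)K9me3 peptide (50 nM) in PBS pH 7.4, 0.01% Tween-20. Compound added for 30 min at RT, then streptavidin donor/nickel chelate acceptor beads (10 ug/mL) for 30 min.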
PI4K2A block: blocks human PI4K2A kinase activity; Q9BTU6; purified PI4K2A, ADP-Glo luminescence, 1 h; active compounds read low; activity change, negative = inhibition, % at 76.9 µM; 0.13% of 420,000 active; AID 1346378; in the data active = activity change below about -50%; inconclusive = mostly about -30% to -49%;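 note: -100% = wells without enzyme as full effect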
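ADP-Glo luminescence measured ADP generated by PI4K2A enzyme (4 ug/mL before mixing) with 1.2 mM PI substrate (pre-mix) and 300 microM ATP (pre-mix). Tris pH7.5 buffer with MgCl2, Triton X-100; 1 h reaction at ambient temperature.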
GLS inhibitor: glutaminase GLS (human) inhibition | O94925 | GLS enzymatic activity, qHTS titration | Potency, µM (doses to about 45.5 µM), for the others: top-dose activity change, negative = inhibition, actives largely listed as inhibitors | 0.21% of 410,000 active; note: potency is the fitted concentration of half-maximal effect; % is set by controls: 0 for no effect and ±100 for the full control effect
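Coupled fluorescence readout: glutamate oxidase/HRP/Amplex Red detect glutamate formed by hKGA from L-glutamine (1 mM solution added). Buffer 45 mM KH2PO4 pH 8.2, 0.02% Tween-20; reads at t0 and 30 min RT.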
JMJD2A Tudor inh: blocks the human JMJD2A Tudor domain; AlphaScreen JMJD2A-Tudor / H3K4me3 peptide binding; Potency, µM (doses to about 114 µM), without a hit: top-dose activity change, negative = inhibition, hits mostly inhibitors; 4.4% of 390,000 active; AID 504339; note: potency is the fitted concentration of half-maximal effect; % is set by controls: 0 for no effect and ±100 for the full control effect; nearly all actives have a fitted effect of over 50% in size
ERG Ets-DNA blk: blocks human ERG Ets domain binding to DNA. P11308. fluorescence polarization, His-ERG Ets domain / labelled DNA. Potency, µM (titrated, usually from 76.9 µM), for inactives: top-dose FP activity, negative = inhibition, hits mostly inhibitors. 0.028% of 370,000 active. AID 624246; active = well fitted inhibition curve with a large enough effect in the polarisation, with a control signal flat; inconclusive = small, poorly fitted or top-dose-only effect, or effect the other way, or a change in a side signal; inactive = no such curve, though single readings can be large or run the other way; the % refers to the polarisation;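 note: polarization taken with two DNA probes labelled with fluorescein and Texas red; potency is the fitted concentration of half-maximal effect; % of control where 0% means no effect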
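His-tagged ERG Ets domain (1 uM in the protein solution; 300mM KCl, 50mM Tris-HCl, 1mM EDTA, 1mM DTT, pH 7.5) received compound, then a probe mix of 5 nM fluorescein-DNA and 100nM Texas-615-DNA. Fluorescence polarization was read for both dyes.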
Pin1 inhibitor: human Pin1 inhibition; Pin1 FP peptide displacement, HiFluor488, 10 min; Q13526; 0.009% of 390,000 active; Potency, µM (top dose mostly 115 µM), without a hit: top-dose activity, negative = inhibition, hits mostly inhibitors; active = well fitted inhibition curve with a large enough effect in the polarisation, with a control signal flat, not every such curve was filed as active; inconclusive = small, poorly fitted or top-dose-only effect, or effect the other way, or a change in a side signal; inactive = no such curve, though single readings can be large or run the other way; the % refers to the polarisation; note: potency is the fitted concentration of half-maximal effect; % is set by controls: 0 for no effect and ±100 for the full control effect
An asterisk follows results filed as active; i = inactive; ? = inconclusive; . = no result given; & = joins results of further samples; [ ] = another dose, or the depositor's remark. Unless noted, calls come from the whole dose curve; as a rule, active = well fitted curve in the direction sought with a large enough effect; inconclusive = small, poorly fitted or top-dose-only effect, or another doubt; inactive = no such curve, though single readings can be large; an effect the other way counts as inactive or inconclusive.

Value order: JMJD2A Tudor inh | G9a block | BAZ2B block | PGK inhibitor | Pin1 inhibitor | ERG Ets-DNA blk | PI4K2A block | GLS inhibitor | HP1b binding inh
> O=C(NCc1cccs1)c1ccc2c(c1)N(Cc1ccccc1Cl)C(=O)c1ccccc1S2
→ 1% | -33%[59 µM] | 2% | -3% | 19% | -17% | -4 | 2% | 25%
> Cc1cccc2sc(NNC(=O)c3cc(=O)c4ccccc4o3)nc12
→ ? | . | 45µM* | -14% | 23% | -10% | -5 | 0% | -12%
> Cc1ccc(S(=O)(=O)Nc2c(C)n(C)n(-c3ccccc3)c2=O)cc1C(=O)NCc1ccccc1
→ -25% | -8%[59 µM] | 5% | 0% | 0% | 7% | -1 | 0% | 24%
> COc1ccc(N(CC(C)C)S(=O)(=O)c2nnc(NC(=O)c3cccs3)s2)cc1
→ 31% | 2%[59 µM] | 30% | -8% | -3% | -5% | -3 | 4% | 80%[activator]
> Cc1ccc(N2CC(C(=O)NCc3nnnn3-c3ccc(C)c(C)c3)CC2=O)cc1 (stereo not drawn)
→ -8%&-16% | 10% | -6%&-2% | -5% | -9%&-10% | 17%&9% | 0&-2 | -3%&-5% | -12%
> CCc1cccc(C)c1NC(=O)CCCN1C(=O)NC(C)(C)C1=O
→ -11% | -36%[59 µM] | -6% | -2% | -1% | 1% | 7 | -4% | 26%
> O=S(=O)(N1CCCCCC1)N1CCN(S(=O)(=O)N2CCCCC2)CC1
→ -13% | 14% | 9% | -1% | -4% | -16% | -1 | 4% | 20%
> O=[N+]([O-])c1ccc(N2CCCC2)nc1
→ -13% | 4% | -3% | -6% | 1% | -2% | -1 | 0% | 0%
> O=C1[C@H]2[C@@H](/C=C/c3ccccc3)N3C(=O)CN(CC4CC4)C(=O)[C@@]3(Cc3ccccc3)[C@H]2C(=O)N1c1ccccc1
→ -1% | 12% | -5% | i | 2% | 1% | -1 | 2% | 17%
> CC1CC(=O)C(C2c3ccccc3CCN2C(=O)CCl)C(=O)C1 (stereo not drawn)
→ -21% | -8%[59 µM] | 0% | 2% | -4% | 0% | 3 | -3% | 16%
> COc1cc(-c2nc(SCC(=O)Nc3ccc(C)cc3)c(-c3ccc(F)cc3)[nH]2)cc(OC)c1OC
→ ? | -2%[59 µM] | -13% | -3% | 15% | 3% | 2 | -16% | 27%
> O=C(CSc1ncnc2ccccc12)N1CCNC1=O
→ -6% | . | . | -4% | 1% | -1% | 2 | 12% | 40%[activator]
> CC1CCCC(NC(=O)CSc2ncnc3ccccc23)C1C (stereo not drawn)
→ -8% | . | . | 6% | 2% | -11% | 0 | -2% | 31%
> COc1ccc(OCc2nnc(SCC(=O)Nc3cccc(C(C)=O)c3)o2)cc1
→ -5% | ? | -7% | i | 0% | -2% | -6 | -3% | 14%
> COc1ccc(-c2nc(C)ncc2-c2ccccc2)c(O)c1
→ -18% | 16% | -6% | 0% | -1% | -4% | 2 | 13% | 22%
> NC(=S)N/N=C/c1coc2ccc(Br)cc2c1=O
→ -34% | -39% | -27% | -12% | 50%[activator] | 2% | 4 | 10% | 16%
> COc1cccc(NC(=O)COC(=O)Cn2c(C)csc2=O)c1
→ -2% | ? | 4% | 8% | 7% | -3% | 3 | 1% | 32%
> CCN1CCCC1CNC(=O)CN(C)S(=O)(=O)c1ccc(Cl)cc1 (stereo not drawn)
→ 4% | -6% | 3% | -2% | 2% | -7% | 4 | 8% | 10%
> CCOC(=O)C1CCCN(C(=O)Cn2ncc3c([nH]c4ccc(C)cc43)c2=O)C1 (stereo not drawn)
→ -19%&-19% | 11% | -23% | -1%&0% | 4%&-10% | 2%&0% | -3&1 | 0%&0% | 23%&0%
> O=C(OCC(=O)N1CCCC1=O)C1COc2ccccc2O1 (stereo not drawn)
→ 6% | 6% | . | -1% | 2% | -3% | -4 | -1% | 11%
> Cc1cc(S(=O)(=O)NCc2cccnc2)ccc1-n1cnnn1
→ 6% | 2%[12.7 µM] | -4% | -6% | -11% | . | -15 | 0% | 29%
> CCC(C)NCCOc1cccc(Br)c1 (stereo not drawn)
→ 4.5µM* | 8.9µM* | -26% | 1% | -5% | -5% | -1 | 1% | ?
> COc1ccc(OC)c(-c2cc(C(=O)Nc3ccc(C)c(C)c3)no2)c1
→ 5% | 11%[59 µM] | 9% | 2% | 7% | 6% | -1 | -5% | 43%[activator]
> CCCCn1c(CN2C(=O)c3ccccc3C2=O)nc2ccccc2c1=O
→ ? | 0%[59 µM] | 2% | -10% | 2% | 3% | -6 | 3% | 6%
> CCC(CO)Oc1cc(NCc2ccc(C)cc2)c2ncn(C(C)C)c2c1 (stereo not drawn)
→ 56µM* | . | . | 7% | 17% | 5% | -8 | 19% | -3%
> O=C(Nc1ccc(F)cc1F)c1cc(-c2ccco2)nc2ccccc12
→ -12% | 45µM* | 4% | -8% | 20% | 1% | 3 | -2% | 17%
> Fc1ccc(CSc2ncnc3c2ncn3C2CCCCO2)cc1 (stereo not drawn)
→ -2% | . | . | -2% | -1% | -1% | 5 | -10% | 49%[activator]
> CCOc1ccc(S(=O)(=O)N2CCC(C(=O)OC(C)C(=O)N(C)C3CCCCC3)CC2)cc1 (stereo not drawn)
→ -13% | 55%[activator] | -3% | 1% | 5% | 2% | 1 | 10% | 39%[activator]
> CN(C)CCOC(=O)CCCCCCCCC(=O)OCCN(C)C
→ -9% | -26% | -4% | -10% | -5% | 0% | 1 | 0% | 4%
> C/C(N)=C(/C#N)C(=O)CSc1nnnn1-c1ccccc1
→ -5%[11.4 µM] | ? | -9% | -13% | -1% | -4% | 4 | -14% | 43%[activator]
> Cc1ccc(OCC(=O)Nc2ccncc2)cc1
→ -3% | -5% | -4% | 1% | 0% | 7% | 2 | 2% | 10%
> CC(=O)N(C)c1ccc(NS(=O)(=O)c2cc(Cl)ccc2Cl)cc1
→ -1% | -3% | -20% | -4% | -7% | -1% | -3 | 3% | 19%
> Cc1ccc(NC(=O)CN2CCC(NC(=O)c3ccccc3F)CC2)cc1C
→ -27% | -4%[59 µM] | -4% | 6% | -5% | -1% | 0 | 1% | 16%
> O=C(NC(=S)NCc1ccccc1)c1cccc([N+](=O)[O-])c1
→ ? | -21% | ? | 9% | ? | 11% | 1 | 8% | -1%
> COc1ccc(S(=O)(=O)N2CCCCC2)cc1NC(=O)Cc1sc(C)nc1-c1ccc(F)cc1
→ -21% | -27% | 3% | -2% | 42%[activator] | -1% | 6 | 12% | -5%
> O=C(COC(=O)C1CC1)Nc1c(Cl)cccc1C(F)(F)F
→ -10% | ? | 1% | -7% | -2% | 7% | 2 | 13% | 26%
> Cc1cccc(NC(=S)NN2CCN(C)CC2)c1C
→ -6% | 29%[59 µM] | 12% | -1% | 6% | 2% | 6 | 7% | 26%
> O=C(CN1C(=O)CCc2cc(S(=O)(=O)N3CCCCC3)ccc21)NCc1ccc(Cl)cc1
→ -32% | ? | -1% | -1% | -6% | -7% | -2 | 2% | -2%
> CCOc1ccc(Br)cc1S(=O)(=O)NCCN(C)C
→ -32% | 2%[59 µM] | ? | -4% | 0% | 4% | 2 | 0% | 45%[activator]
> CC(=O)N1C(Nc2ccc(Cl)cc2)CCN1c1ccccc1 (stereo not drawn)
→ -9% | -9% | 13% | -5% | 10% | -6% | -2 | 34%[activator] | 20%
> CCOc1ccc(CNC(=S)NCc2ccc(OCC)cc2)cc1
→ -17% | 13%[59 µM] | -6% | -6% | 1% | 4% | -3 | 13% | 35%
> CCOC(=O)c1cnc(-n2nc(C)cc2C)nc1NC(C)c1ccccc1 (stereo not drawn)
→ -22% | 10%[59 µM] | -3% | -8% | -3% | -9% | 0 | -3% | 38%
> COc1ccc(C(=O)NC2CCCc3c2cnn3-c2cc(F)cc(F)c2)c(OC)c1OC (stereo not drawn)
→ -13% | 14% | -23% | 5% | -3% | 3% | 0 | -1% | 45%[activator]
> CCOC(=O)C1(C)/C(=N/Nc2ccc(Cl)cc2)C(=O)C(=O)N1c1ccccc1 (stereo not drawn)
→ 16µM* | ? | 56µM* | -6% | 37%[activator] | 1% | 1 | 15% | ?
> CSc1ccc(CCNC(=O)CCc2nnc3ccc(N4CCOCC4)nn23)cc1
→ -15% | 16% | 2% | 2% | 0% | -4% | 0 | 5% | 34%
> COCCC(=O)N1CCc2ccc(NC(=O)c3ccc(C(F)(F)F)cc3)cc2C1
→ -5% | 23% | -7% | -1% | 0% | -15% | 5 | -1% | 39%
> CC1CCN(c2cc3c(cc2F)c(=O)c(S(=O)(=O)c2ccc(Cl)cc2)cn3C)CC1
→ -23% | 9%[59 µM] | 2% | -12% | -2% | 0% | 1 | -6% | -10%
> COc1cccc(NC(=O)c2c(C)cc(C)cc2CC(C)(C)C(=O)O)c1
→ -13% | -28% | -2% | -4% | -6% | 7% | -9 | 2% | 1%
> CCOc1ccc(N(CC(=O)NC2CCCCC2)C(=O)CCC(=O)Nc2nc(C)cs2)cc1
→ -5% | 22%[59 µM] | 0% | 12% | 2% | 2% | 0 | 1% | 24%

Two entries picked at random from the list so far, as already listed:
Value order: JMJD2A Tudor inh | G9a block | BAZ2B block | PGK inhibitor | Pin1 inhibitor | ERG Ets-DNA blk | PI4K2A block | GLS inhibitor | HP1b binding inh
> CCC(CO)Oc1cc(NCc2ccc(C)cc2)c2ncn(C(C)C)c2c1 (stereo not drawn)
→ 56µM* | . | . | 7% | 17% | 5% | -8 | 19% | -3%
> Cc1cccc2sc(NNC(=O)c3cc(=O)c4ccccc4o3)nc12
→ ? | . | 45µM* | -14% | 23% | -10% | -5 | 0% | -12%

Assay outcomes from PubChem.
